High-throughput results deposited in PubChem BioAssay by several laboratories.
CRFBP-R2 agonist: CRF-BP/CRF-R2 complex agonism | HEK293 CRF-R2/CRF-BP, calcium dye fluorescence (FLIPR); percent of saturating CRF peptide response | activation, % at 13.2 µM | 0.46% of 350,000 active;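 active = activation of at least 50%, plus an integration ratio under a set limit after plate pattern correction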;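 note: plate controls were neutral control wells without compound for no effect and CRF at EC100 for full effect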
IDE inh: inhibitors of human insulin-degrading enzyme in cells | inhibition, % at 5.59 µM | HEK cells, FAbetaB cleavage, fluorescence polarization | 0.41% of 320,000 active | P14735;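 active = percent inhibition above the average of all tested compounds plus 3 SD, set per screening campaign, cut at about 16% in these data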;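 note: IDE supplied by intact live HEK cells; FP after avidin binding of uncleaved biotin substrate so inhibition keeps polarization high; 0% = DMSO wells and 100% = 60 µM reference IDE inhibitor Ii1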
M4 PAM: potentiates acetylcholine response at human M4 receptor; 0.4% of 360,000 active; activation, % at 3 µM; CHO-K1 hM4/Gqi5, Fluo-8 calcium fluorescence, ACh EC20; 0% = ACh EC20, 100% = maximal ACh;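 active = activation above its plate's cutoff, the mean activation of sample wells plus 3 SD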; note: some results filed as inactive read as strong as hits
PHOSPHO1 block: inhibitors of human PHOSPHO1 phosphatase | Q8TCT1 | recombinant PHOSPHO1, absorbance phosphatase assay | inhibition, % at 13.3 µM | 1.1% of 290,000 active | AID 1565; in the data active = inhibition above about 60%
MEKK3 PB1 HTS: modulators (inhibitors or enhancers) of MEK5 binding to human MEKK3 PB1 domain. Q99759. bead-based flow cytometry, Alexa488-MEK5 binding to MEKK3; actives lie on both sides; 0 = blocked by unlabeled MEK5, 100 = vehicle. binding response (% of control), % at 10 µM. 1.4% of 290,000 active. AID 1529;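 active = binding response more than 3 SD above or below the average of its plate-row segment, actives on both sides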;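 note: Alexa488 bead fluorescence after subtracting the streptavidin-only scavenger bead signal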
GalR3 antag: blocks the human galanin receptor 3 | O60755 | HEK293 GalR3-CNG cAMP membrane potential fluorescence; galR3 body fused to GalR1 C-terminus | inhibition, % at 3 µM | 0.44% of 360,000 active | AID 651719;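 active = inhibition above the screen-wide average plus 3 SD, cut at about 13% in these data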;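 note: forskolin and galanin both at EC90 stimulate the cells; cAMP rise reported by CNG channel membrane potential dye signal; 0% = forskolin plus galanin with DMSO and 100% = forskolin alone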
IDE cell activ: boosts human insulin-degrading enzyme activity in HEK cells; P14735; FAbeta-B cleavage, fluorescence polarization; 0% vehicle, 100% cell-free pure enzyme wells; activation, % at 5.96 µM; 0.073% of 340,000 active;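 active = activation above the mean of all tested compounds plus 3 SD, set per screening campaign, cut at about 17% in these data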
p-CIP stab down: lowers stability of the mouse p/CIP coactivator protein; Q05BA5; F442A p/CIP-EGFP cells, EGFP fluorescence, 16 h; decrease of EGFP signal, % at 10 µM; 0.01% of 290,000 active;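 active = EGFP signal decrease of at least 30% at 10 µM or well 3 SD below plate mean, unless failing retest; inactive = the rest, including hits failing retest or dose response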; note: some compounds called inactive have numbers as strong as hits; many of its hits are not listed in these tables
Target sequence (Q05BA5 1-1403): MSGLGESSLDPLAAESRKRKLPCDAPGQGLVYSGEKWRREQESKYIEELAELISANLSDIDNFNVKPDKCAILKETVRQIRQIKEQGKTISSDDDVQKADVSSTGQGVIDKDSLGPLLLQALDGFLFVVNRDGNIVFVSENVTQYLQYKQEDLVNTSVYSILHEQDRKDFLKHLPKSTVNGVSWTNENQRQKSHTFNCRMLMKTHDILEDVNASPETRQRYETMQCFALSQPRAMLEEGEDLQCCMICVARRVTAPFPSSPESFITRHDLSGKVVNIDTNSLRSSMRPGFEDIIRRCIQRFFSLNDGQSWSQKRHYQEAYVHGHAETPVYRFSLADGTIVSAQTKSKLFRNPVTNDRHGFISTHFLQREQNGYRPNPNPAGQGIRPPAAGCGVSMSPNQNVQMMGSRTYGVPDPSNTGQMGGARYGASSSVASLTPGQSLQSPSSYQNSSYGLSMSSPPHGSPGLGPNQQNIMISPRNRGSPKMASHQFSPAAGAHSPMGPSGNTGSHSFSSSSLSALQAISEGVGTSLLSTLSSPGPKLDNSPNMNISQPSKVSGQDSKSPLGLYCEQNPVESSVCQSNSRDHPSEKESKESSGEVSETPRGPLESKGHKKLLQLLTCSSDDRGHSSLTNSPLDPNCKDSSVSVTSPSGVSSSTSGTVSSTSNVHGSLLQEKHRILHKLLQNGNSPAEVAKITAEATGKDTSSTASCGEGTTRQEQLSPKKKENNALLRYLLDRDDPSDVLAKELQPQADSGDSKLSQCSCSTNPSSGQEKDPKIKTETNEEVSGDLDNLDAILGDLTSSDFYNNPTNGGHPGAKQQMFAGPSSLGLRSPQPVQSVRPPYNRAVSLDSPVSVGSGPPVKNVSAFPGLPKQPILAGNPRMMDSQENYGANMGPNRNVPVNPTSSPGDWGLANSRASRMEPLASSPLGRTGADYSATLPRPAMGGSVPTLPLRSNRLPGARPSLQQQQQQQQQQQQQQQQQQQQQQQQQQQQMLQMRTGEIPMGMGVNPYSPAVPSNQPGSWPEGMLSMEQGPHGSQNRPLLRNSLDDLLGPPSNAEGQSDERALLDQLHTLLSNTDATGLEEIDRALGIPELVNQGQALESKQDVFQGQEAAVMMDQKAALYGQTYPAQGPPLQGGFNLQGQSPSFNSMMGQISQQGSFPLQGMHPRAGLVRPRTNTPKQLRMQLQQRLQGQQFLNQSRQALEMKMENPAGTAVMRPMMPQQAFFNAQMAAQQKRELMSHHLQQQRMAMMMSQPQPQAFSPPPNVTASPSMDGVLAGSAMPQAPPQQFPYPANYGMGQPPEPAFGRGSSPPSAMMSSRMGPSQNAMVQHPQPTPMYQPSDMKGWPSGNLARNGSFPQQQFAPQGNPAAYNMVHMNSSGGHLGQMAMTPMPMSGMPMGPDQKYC
CRFR2-BP antag: blocks CRF-induced signaling of the CRF-BP/CRF-R2 complex; HEK293 CRF-R2/CRF-BP, CRF-induced calcium fluorescence; inhibition, % at 11.8 µM; 0.59% of 350,000 active; AID 588475;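 active = inhibition of the ligand-induced calcium signal above about 50% at the single tested concentration, limit read from the data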
Numbers without * were called inactive; . = no result given.

SMILES	CRFBP-R2 agonist	IDE inh	M4 PAM	PHOSPHO1 block	MEKK3 PB1 HTS	GalR3 antag	IDE cell activ	p-CIP stab down	CRFR2-BP antag
CCOC(=O)C1CCN(C(=O)COc2ccc3c(c2)OCO3)CC1	0.1	-3	2	35	103	-10	4	-29	5
CCOCCCNC(=O)C(c1ccc(OC)cc1)N(Cc1ccc2c(c1)OCO2)C(=O)CNC(C)=O (stereo unspecified)	0.0	3	4	2	109	-4	-4	0	28
CN(C)S(=O)(=O)c1cccc(NC(=O)CCc2c[nH]c3ccccc23)c1	4.0	2	-5	18	104	2	-6	10	-5
COc1ccc(/C=C2\SC(=O)N(CCC(=O)N3CCN(C)CC3)C2=O)cc1	-0.5	0	-4	-6	101	-9	3	-2	-14
O=c1[nH]cc(S(=O)(=O)N2CCN(c3cccc(Cl)c3)CC2)c(=O)[nH]1	-0.3	-1	0	.	.	-2	1	.	3
CCC(c1nnnn1C(C)(C)CC)N(CCCO)Cc1cc2cc(C)cc(C)c2[nH]c1=O (stereo unspecified)	-2.0	.	4	39	114	-2	2	-13	-5
CCN(CC)C(=O)c1[nH]cnc1C(=O)Nc1ccccc1F	-0.3	.	3	.	.	-7	.	.	6
Cc1nonc1C1CCCN1Cc1cn[nH]c1-c1ccc(-c2ccccc2)cc1 (stereo unspecified)	1.7	2	0	22	105	-3	3	-19	-20
COc1ccc(CNc2ncnc(N)n2)cc1	-0.9	9	-2	1	102	7	5	-11	13
O=C(NCCCN1CCOCC1)C1CCN(S(=O)(=O)c2cccc(C(F)(F)F)c2)CC1	-0.6	6	-4	.	.	2	0	.	14
Cc1ccc(NC(=O)C2CCCCC2C(=O)O)cc1Cl (stereo unspecified)	-3.4	3	4	37	109	-1	4	3	11
CCn1c(=O)c(C(=O)NCCNCCO)c(O)c2ccccc21	0.6	0	2	-8	106	-7	-2	0	-8
O=[N+]([O-])c1cccc(Oc2cnccn2)c1	-0.7	6	5	15	100	-5	2	11	9
CCCc1cc(=O)[nH]c(SCC(=O)Nc2cccc(S(=O)(=O)N3CCOCC3)c2)n1	-0.5	4	11	.	.	-4	-3	.	-3
CCCSc1cc(=O)n(-c2ccccc2)nc1C(=O)O	-0.8	0	4	20	104	-4	4	-10	-12
Cc1nc(Cl)sc1C(=O)Nc1cccc(C(F)(F)F)c1	-2.2	.	-2	.	.	-9	0	.	14
c1ccc(CSc2ncnc3ccccc23)cc1	3.2	1	-5	25	101	-3	-3	-4	-65
CCOc1cc(/C=N/NC(=O)CNc2cccc(C)c2)ccc1OC(=O)c1ccccc1	1.3	4	-2	-8	108	-3	0	-1	-4
CN1C[C@@H]2[C@@H]3C(=O)N(Cc4ccccc4)C(=O)[C@@H]3[C@](Cc3ccccc3)(C1=O)N2C(=O)c1ccc(C(F)(F)F)cc1	3.0	.	8	.	.	-4	1	.	-6
C=CCC[C@H](Cc1ccc(F)cc1)C(=O)OC[C@@H]1CCCN1C(=O)[C@@H](CC=C)CC(=O)NCCO	-1.2	4	6	.	.	-4	-1	.	2
COc1cccc(-n2c(COc3ccccc3C)nnc2SCC(=O)O)c1	-1.4	2	0	18	115	-1	0	-4	1
CC(C)(C)Cc1nnc(NS(=O)(=O)Cc2ccccc2)s1	-0.1	1	4	14	103	-1	9	10	0
CCc1nnc(SCC(=O)NC2CCCC2)nc1CC	0.2	0	9	-12	101	-3	1	-6	-10
Cc1nn(CC2CC2)c(=O)n1N(C)c1ncc(C(F)(F)F)cc1Cl	-3.3	0	-23	-4	105	5	-4	-3	17
COc1ccc(C(=O)N(CN2CCCC2=O)c2ccccc2OC)cc1OC	2.2	-1	3	-3	97	-2	-3	2	-17
(more compounds)
SMILES	CRFBP-R2 agonist	IDE inh	M4 PAM	PHOSPHO1 block	MEKK3 PB1 HTS	GalR3 antag	IDE cell activ	p-CIP stab down	CRFR2-BP antag
Cc1ccc(C2CC(c3ccc(F)cc3)Nc3nc(N)nn32)cc1 (stereo unspecified)	33	4	9	5	97	3	1	1	-34
COc1cccc(CN2CCSCC2)c1OC	-0.2	-6	2	.	101	-9	9	-79	-9
O=C(O)CCCC(=O)Nc1ccccc1C(=O)O	0.7	8	9	11	102	-1	3	-3	-14
Cc1c(Cl)cccc1NC(=O)CCN1C(=O)C2CC=CCC2C1=O (stereo unspecified)	-0.4	2	3	37	103	-1	0	2	15
COC(=O)CNC(=O)c1ccccc1F	4.8	-1	6	-4	101	-6	1	1	4
CC(=O)CC[C@@H](C)O[C@@H]1OC(C)[C@H](O)CC1O (stereo partly specified)	0.0	-3	5	.	.	-2	4	.	4
CC(=O)c1c(C)[nH]c(C(=O)OCC(=O)Nc2nnc(-c3ccccc3)o2)c1C	-0.6	-3	5	.	.	-1	1	.	1
CCOC(=O)C1CCN(C(=O)COC(=O)C23CC4CC(CC(C4)C2)C3)CC1	0.8	-3	-4	.	.	-5	3	.	2
Cc1ccc(C(=O)Nc2ccc(F)cc2)cc1NC1=NC2CS(=O)(=O)CC2S1 (stereo unspecified)	2.7	0	4	25	100	-3	-4	0	-10
CCOc1ccc2nc(Nc3nc4ccc(NC(C)=O)cc4s3)sc2c1	-0.9	2	-1	15	92	1	-4	18	-3
Cc1nnc(N2CCC(C(=O)NC3CCC(C)CC3)CC2)c2nn(-c3ccc(Cl)cc3)c(C)c12 (stereo unspecified)	0.7	0	0	20	89	.	0	-5	-5
CNC(=S)NNC(=O)Cc1ccc(O)cc1	3.5	6	31	-9	104	3	9	-16	-9
O=S(=O)(c1cnc[nH]1)N1CCN(c2ccc(F)cc2)CC1	3.2	3	15	15	82	-2	-5	9	2
CN(C)CCn1c2c(c(SCC(=O)Nc3ccccc3)nc1=O)CCCC2	-0.5	3	0	.	.	-4	3	.	7
Cc1cc(C)c(S(C)(=O)=O)c(Oc2cccc(Cl)c2)n1	-2.5	-4	0	-10	104	5	4	-14	-6
NC(=S)Cc1ccc(Cl)cc1Cl	-0.8	8	6	17	97	-4	8	-2	19
COc1ccc(S(=O)(=O)N2CCC3(CC2)OCCN3S(=O)(=O)c2ccc(C)cc2)cc1OC	3.6	3	7	.	.	-2	0	.	9
C[C@@H]1CN([C@H](C)CO)C(=O)c2c(c3ccccc3n2C)-c2ccccc2CO[C@H]1CN(C)S(=O)(=O)c1cn(C)cn1	-1.5	.	-3	.	.	-4	.	.	2
Cc1cc(=O)oc2c3c(cc(OCC(=O)N4CCC[C@H]4C(=O)O)c12)OC(C)(C)CC3	1.1	-3	3	8	101	-7	7	-3	-1
O=C(Nc1c(Cl)cc(Cl)cc1-c1nc2ccccc2s1)c1ccc(Br)o1	-0.4	-1	5	-6	104	-7	3	-2	-36
Cc1cc(Nc2ccccc2)n(-c2ccccc2)n1	-2.0	1	20	12	102	-4	-5	2	35
CCOC(=O)c1cnn(-c2ccccn2)c1N	1.3	0	1	17	102	5	3	-3	-1
O=C(O)c1cccc(NS(=O)(=O)c2ccc(C3CCCCC3)cc2)c1	-2.9	0	6	46	102	.	-2	1	1
C/C(Cl)=C/CN1C(=O)C2C3C=CC(C3)C2C1=O (stereo unspecified)	1.9	6	1	22	96	-4	3	0	3
O=C(NCCC1CCCCN1S(=O)(=O)c1ccccc1)C(=O)Nc1ccc(F)cc1F (stereo unspecified)	-1.7	4	7	.	.	-5	3	.	7
More entries.
SMILES	CRFBP-R2 agonist	IDE inh	M4 PAM	PHOSPHO1 block	MEKK3 PB1 HTS	GalR3 antag	IDE cell activ	p-CIP stab down	CRFR2-BP antag
COc1ccc(N=C(C)c2sc3ccccc3c2O)cc1	3.0	41*	13	28	102	-8	-7	-49	6
COc1ccc(-n2c(O)c(/C=N/NS(=O)(=O)c3ccc(C)c([N+](=O)[O-])c3)c3ccccc3c2=O)cc1OC	12	1	0	-31	99	0	-15	-4	-39
Nc1nc(SCC(=O)N2CCOCC2)[nH]c(=O)c1-c1ccccc1	0.1	5	8	20	99	-4	-2	3	-2
CCOC(=O)N1CCN(C(=O)CN2C(=O)COc3ccc(S(=O)(=O)N4CCOCC4)cc32)CC1	1.6	4	4	19	101	3	-3	7	1
CCOC(=O)c1ccc(NC(=S)N2CCSC2c2ccc(Cl)cc2)cc1 (stereo unspecified)	120*	4	-3	-21	97	-2	7	-7	-106
O=C(NC1CCCCC1)C(c1ccc2ncccc2c1)N(Cc1ccc2c(c1)OCO2)C(=O)c1cccs1 (stereo unspecified)	-2.7	3	10	32	100	-2	-3	2	-11
Cc1ccc(CNC(=O)CCNS(=O)(=O)c2cccc3nonc23)cc1	1.0	0	7	1	98	-1	-1	1	-3
COCCCN(C(=O)CCSc1ccc(F)cc1)c1c(N)n(Cc2ccccc2)c(=O)[nH]c1=O	-0.7	5	6	.	.	-4	4	.	-5
O=C(COC(=O)C12CC3CC(CC(C3)C1)C2)Nc1ncc(Cl)cc1Cl	0.0	-1	-2	12	93	-6	6	7	-14
Cc1n[nH]c(=O)nc1Nc1ccc(O)cc1	0.3	4	9	5	95	-8	4	-4	-30
CC(OC(=O)c1nc(Cl)ccc1Cl)C(=O)Nc1ccc2c(c1)OCCO2 (stereo unspecified)	0.1	-3	13	.	.	-3	1	.	-2
CN(C)CCCNc1cc(Cl)c(S(=O)(=O)N2CCCCC2)cc1C(=O)O	-0.3	.	27	-11	.	-7	2	2	2
Cc1nc(C(=O)N/N=C/c2[nH]ncc2Br)cs1	-0.4	4	-4	37	88	-6	4	-2	3
COc1ccc(C(=O)NC(C(=O)NCC2(N3CCCCC3)CCCCC2)C(C)C)cc1 (stereo unspecified)	0.2	-1	9	.	.	-7	4	.	-17
CC1CC(C)CN(C(=O)COC(=O)CN2C(=O)c3ccccc3C2=O)C1 (stereo unspecified)	2.0	3	-8	.	.	-3	1	.	8
COc1ccc(-c2nnc(OCc3ccccc3)c3ccccc23)cc1	-0.2	1	1	-6	129*	-3	-1	-4	4
COc1ccc(C2CC(c3c(-c4ccccc4)c4cc(Cl)ccc4[nH]c3=O)=NN2C(=O)CCC(=O)O)cc1 (stereo unspecified)	-0.1	6	2	24	104	-2	5	-17	-1
Cc1ccc(S(=O)(=O)CCC(=O)c2cccc([N+](=O)[O-])c2)cc1	-4.2	5	3	-20	101	-1	-7	6	-51
Cc1ccc(C(=O)N2NC(c3ccc(F)cc3)C3C(=O)N(c4ccc(C)c(C)c4)C(=O)C32)cc1 (stereo unspecified)	33	7	13	-9	105	2	1	-35	-44
CCN(CC)S(=O)(=O)c1cccc(NC(=O)COC(=O)CCc2nc3ccccc3s2)c1	-3.1	0	-16	24	99	.	1	-14	7
O=C(Nc1nccs1)c1cccc(NC(=O)C2CC2)c1	1.7	1	-9	14	99	-2	-4	3	3
Cc1ccc(C(c2nnnn2C2CCCC2)N2c3ccccc3CC2C)cc1 (stereo unspecified)	3.2	2	-3	3	101	-4	-8	4	37
Cc1ccc(NC(=O)Cc2nc(CN(C)CC(=O)Nc3ccc(C)cc3)cs2)cc1	-0.4	3	3	.	.	-4	0	.	5

Arranged by value in p-CIP stab down (rising): some entries from above.
SMILES	CRFBP-R2 agonist	IDE inh	M4 PAM	PHOSPHO1 block	MEKK3 PB1 HTS	GalR3 antag	IDE cell activ	p-CIP stab down	CRFR2-BP antag
COc1ccc(C2CC(c3c(-c4ccccc4)c4cc(Cl)ccc4[nH]c3=O)=NN2C(=O)CCC(=O)O)cc1 (stereo unspecified)	-0.1	6	2	24	104	-2	5	-17	-1
CCN(CC)S(=O)(=O)c1cccc(NC(=O)COC(=O)CCc2nc3ccccc3s2)c1	-3.1	0	-16	24	99	.	1	-14	7
Cc1ccc(NC(=O)C2CCCCC2C(=O)O)cc1Cl (stereo unspecified)	-3.4	3	4	37	109	-1	4	3	11
O=[N+]([O-])c1cccc(Oc2cnccn2)c1	-0.7	6	5	15	100	-5	2	11	9
CCOc1ccc2nc(Nc3nc4ccc(NC(C)=O)cc4s3)sc2c1	-0.9	2	-1	15	92	1	-4	18	-3
